HTRA1 inhibitor: HTRA1 (human) protease inhibition; Q92743; recombinant HTRA1, FP-rhodamine activity-based probe, fluorescence polarization; inhibition, % at 5.96 µM; actives 0.5% (n = 340,000); in the data active means inhibition above about 36%;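 further: 0% = enzyme with DMSO and 100% = wells lacking enzyme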
NPR1 activator: GC-A (human) enzyme activation | P16066 | HEK293 GC-A cells, cGMP TR-FRET, EC30 ANP; 0% at EC30 ANP, 100% saturating ANP | activation, % at 10 µM | actives 0.14% (n = 370,000) | AID 1671463; in the data active means activation above about 40%
SIAE inh: blocks human sialic acid acetylesterase. actives 0.69% (n = 370,000). SIAE FP-Rh probe binding, fluorescence polarization. Q9HAT2. inhibition, % at 9.66 µM. AID 1053197;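 active means inhibition above a cutoff: mean of compounds within the control limits plus 3 SD of those, cut at about 17% in these data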;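 further: 0% = plate median of compound wells and 100% = probe without SIAE protein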
GC-B act: GC-B (human) receptor activation; HEK293-GC-B cells, CNP EC30, cGMP TR-FRET; 0% at EC30 CNP, 100% saturating CNP; activation, % at 10 µM; actives 0.11% (n = 370,000);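 active means activation at 10 µM reaching about 35% in either raw or pattern-adjusted values, limit read from the data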
Target sequence (P20594 whole entry, looked up): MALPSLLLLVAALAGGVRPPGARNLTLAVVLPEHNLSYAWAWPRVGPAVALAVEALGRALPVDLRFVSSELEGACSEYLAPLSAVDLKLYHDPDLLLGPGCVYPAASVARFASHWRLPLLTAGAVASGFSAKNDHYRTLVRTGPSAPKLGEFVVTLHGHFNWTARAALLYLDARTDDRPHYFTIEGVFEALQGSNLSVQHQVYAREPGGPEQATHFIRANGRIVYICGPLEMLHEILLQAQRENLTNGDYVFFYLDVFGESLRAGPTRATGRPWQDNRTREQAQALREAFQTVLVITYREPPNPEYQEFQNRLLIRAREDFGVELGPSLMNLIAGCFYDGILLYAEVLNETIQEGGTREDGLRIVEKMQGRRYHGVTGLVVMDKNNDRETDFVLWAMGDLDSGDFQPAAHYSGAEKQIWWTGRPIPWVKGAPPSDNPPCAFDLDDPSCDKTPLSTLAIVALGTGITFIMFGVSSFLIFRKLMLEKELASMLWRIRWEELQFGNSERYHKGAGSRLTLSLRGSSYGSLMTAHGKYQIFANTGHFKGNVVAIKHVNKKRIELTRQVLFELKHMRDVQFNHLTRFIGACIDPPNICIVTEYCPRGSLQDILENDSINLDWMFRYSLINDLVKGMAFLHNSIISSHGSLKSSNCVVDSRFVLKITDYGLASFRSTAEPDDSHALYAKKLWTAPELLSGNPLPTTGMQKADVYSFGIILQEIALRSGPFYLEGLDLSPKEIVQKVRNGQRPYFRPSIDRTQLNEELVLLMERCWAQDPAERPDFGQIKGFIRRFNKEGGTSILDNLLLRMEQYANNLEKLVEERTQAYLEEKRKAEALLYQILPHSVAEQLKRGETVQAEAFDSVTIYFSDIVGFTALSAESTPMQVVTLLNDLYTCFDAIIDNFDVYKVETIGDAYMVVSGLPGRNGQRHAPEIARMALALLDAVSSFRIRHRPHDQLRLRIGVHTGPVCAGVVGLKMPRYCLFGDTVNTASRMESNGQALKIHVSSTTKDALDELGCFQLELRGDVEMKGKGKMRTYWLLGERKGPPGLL
TCR-CD3 inh: inhibitors of human TCR-CD3 interaction. inhibition, % at 9.4 µM. TAMRA-labeled TCR probe fluorescence, biochemical. actives 0.37% (n = 360,000); in the data active means inhibition above about 19%;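 further: recombinant mutant TCR 2C K166C tagged with TAMRA read by polarization; 0% = receptor in buffer alone and 100% = receptor with positive control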
rCAG binder: binds r(CAG) RNA repeats. AID 651821. actives 1.3% (n = 370,000). r(CAG) RNA repeat, TO-PRO-1 dye displacement fluorescence. inhibition, % at 3 µM;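 active means inhibition above the plate cutoff, the mean of all test compounds on that plate plus 3 SD, cut at about 35% in these data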;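 further: 0% = DMSO alone and 100% = 100 µM mitoxantrone as full dye displacement; higher means more dye released from RNA so lower well fluorescence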
PRMT1 inh: blocks human protein arginine methyltransferase 1; Q99873; recombinant PRMT1, activity-based probe fluorescence polarization; inhibition, % at 2.79 µM; actives 1.3% (n = 370,000); AID 652257;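 active means inhibition above about 21% made by adding two undisclosed values, limit read from the data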
mABHD4 FP: inhibitors of mouse ABHD4. Q8VD66. purified mABHD4, FP-Rh probe fluorescence polarization. inhibition, % at 8.92 µM. actives 0.54% (n = 370,000). AID 720543;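 active means inhibition exceeding the mean over every tested compound plus 3 SD, cut at about 30% in these data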;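 further: 0% = plate median of compound wells and 100% = S159A mutant with DMSO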
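Test system: mABHD4 protein; Read-out basis: % inhibition; Incubation: 45 min + 60 min at 25 °C; Repeats: single replicate; Technique: fluorescence polarization with parallel and perpendicular emission, 525/598 nm; Compound: 8.92 µM, single dose; Benchmarks: full inhibition S159A mutant plus DMSO, zero as sample-well median.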
UHRF1 binding: human UHRF1 methylated DNA binding inhibitors | Q96T88 | UHRF1 binding to methylated oligo, TR-FRET | inhibition, % at 4.4 µM | actives 0.75% (n = 370,000) | AID 687016; in the data active means inhibition above about 21%;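 further: UHRF1 SRA domain binding a hemimethylated CpG hairpin DNA probe; 0% = median of test compound wells and 100% = reference inhibitor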
MBD2 inh: blocks human MBD2 binding to methylated DNA | Q9UBB5 | TR-FRET, MBD2 binding to methylated oligonucleotide | inhibition, % at 4.4 µM | actives 0.31% (n = 370,000); in the data active means inhibition above about 13%
* hit, by the source's call; nt = no result given.

mol,HTRA1 inhibitor,NPR1 activator,SIAE inh,GC-B act,TCR-CD3 inh,rCAG binder,PRMT1 inh,mABHD4 FP,UHRF1 binding,MBD2 inh
C[C@H]1O[C@H](O[C@H]2[C@H](O[C@@H]3CC[C@@]4(C)C(CC[C@]5(C)C4CC=C4[C@@H]6CC(C)(C)CC[C@]6(C(=O)O[C@@H]6O[C@H](CO)[C@@H](O)[C@H](O)[C@H]6O)CC[C@]45C)C3(C)C)O[C@H](C(=O)O)[C@@H](O)[C@@H]2O)[C@@H](O)[C@@H](O)[C@@H]1O (stereo partly specified),-11,2,2,-1,9,26,-3,-7,-1,-2
CN(C(=O)c1ccccc1C(=O)OCC(=O)Nc1cccc(Br)c1)c1ccccc1,-14,-1,8,2,-12,1,2,6,-2,-1
Cc1cc(C)nc(N2CCC(C(=O)NC3CCCc4ccccc43)CC2)n1 (stereo unspecified),-2,-5,-2,4,-7,2,3,-5,6,4
Cc1ccc2c(c1)C(=O)CC(c1ccc3c(c1)OCCO3)O2 (stereo unspecified),-11,1,-1,-9,1,-1,-5,-7,-3,-3
COc1ccc2c(c1)C(C)CC(C)(C)N2C(=O)CSc1ncn[nH]1 (stereo unspecified),1,2,-1,-10,-2,1,2,0,-1,2
CC1CCN(c2nc3c(c(=O)n(C)c(=O)n3C)n2CCSc2ncccn2)CC1,-5,1,3,0,1,-2,-1,-1,-2,-4
CCOC(=O)COn1c(=O)c(-c2cc3ccccc3o2)[n+]([O-])c2ccccc21,13,1,-3,-8,0,0,1,2,1,-1
Cc1ccc(/C=C/C(=O)c2c(C)nc3ccccn23)cc1,-29,5,-3,-4,-3,3,-2,-12,-7,-4
c1ccc(-n2ncc3c(N4CCN(CCOc5cccc6ccccc56)CC4)ncnc32)cc1,-5,-4,4,-1,-1,2,2,5,0,2
O=C(O)CNS(=O)(=O)c1ccc2c(c1)C(=O)c1cc(S(=O)(=O)NCC(=O)O)ccc1-2,17,3,-1,2,2,9,1,1,4,-11
Cc1cccc(CSc2nnc(-c3cnccn3)n2C)c1,10,-3,-9,-1,2,1,-6,-7,1,-8
CCOC(=O)c1c(N)sc2c(OC)c(Br)ccc12,-10,3,-2,-8,-5,7,4,-14,2,1
CCCCCC(=O)Nc1cc2[nH]c(=O)cc(COC)c2cc1C,-2,2,-2,6,-6,-5,3,9,0,2
Cc1c(Cl)cccc1NC(=S)NCC(C)C,0,4,12,-6,7,-3,0,1,1,-1
Cc1ccc(NC(=O)Cn2c3ccc(F)cc3c3nc4n(c(=O)c32)CCS4)cc1F,-3,-1,-9,2,1,8,4,-3,2,1
COc1ccc(-c2ccc3c(c2)C2CC3CCN2C(=O)C2CCCCC2)cc1 (stereo unspecified),-27,4,4,0,-3,0,1,0,-1,2
CCOC(=O)c1cc2ccc(OC)cc2oc1=O,3,1,-3,-2,4,-1,1,-3,-2,1
COc1cc(/C=C/C(=O)OCC(=O)NCc2cccs2)ccc1OCC#N,-1,-5,0,-3,-1,-3,-2,-2,6,1
Cc1nn(-c2ccccc2)c(C)c1C(=O)OCC(=O)N(C)c1c(N)n(Cc2ccccc2)c(=O)[nH]c1=O,2,-1,12,4,1,-6,0,3,0,-4
Cc1c(=O)n(OCc2ccccc2)c2ccccc2[n+]1[O-],7,0,5,3,-2,-2,1,-1,-2,-3
Cc1cc(C)nc(NS(=O)(=O)c2ccc(NC(=O)CN3C(=O)c4ccccc4C3=O)cc2)n1,nt,-3,1,2,-3,4,2,6,4,1
CCOc1ccc(-c2nnc(SCC(=O)N3CCN(c4ccccc4)CC3)o2)cc1,11,0,-2,6,-1,2,-2,1,1,-2
O=S(=O)(c1ccc(Br)cc1)N1CCOC12CCCCC2,nt,-19,3,-12,3,0,2,-3,1,4
Cc1cc(C)nc(SCc2cc(=O)c(OC(=O)c3ccc(Cl)c([N+](=O)[O-])c3)co2)n1,5,11,-1,6,2,0,4,10,9,0
CC(=O)Nc1ccc(C2=CC(=O)C[C@H](c3ccc4c(c3)OCO4)C2)cc1,-12,14,5,17,5,5,0,-22,0,-5
COc1ccc(C2=C/C(=C\c3ccccc3OC(C)=O)C(=O)O2)cc1,4,4,0,-7,3,7,5,3,-1,1
Cc1cc(Br)cc2c(C(=O)NCC3CCCO3)cc(-c3cccs3)nc12 (stereo unspecified),-3,-1,0,-10,-11,3,-4,-14,1,0
COC(=O)c1ccc(NC(=S)NCCc2cccc(C)c2)cc1,-17,5,-5,6,1,2,1,-10,1,4
Cc1ccc([C@H]2C[C@@H](n3cc(COC(=O)c4ccccc4)nn3)[C@H](O)CN2Cc2cccs2)cc1,-3,1,-1,-6,5,4,-1,0,2,0
COc1ccc(/C=C/C2=CC(C)(C)NC(=S)N2)cc1,-11,-2,3,1,2,4,0,12,0,1
Cn1c(CCNC(=O)c2ccco2)nc2cc([N+](=O)[O-])ccc21,1,1,2,-1,-3,-3,2,13,0,0
O=C(CC1SC(N2CCOCC2)=NC1=O)Nc1ccc(Cl)c(C(F)(F)F)c1 (stereo unspecified),4,1,-3,6,-2,2,2,-20,0,-6
CC1=C(C)CC(C(=O)Nc2ccc(C(=O)N3CCOCC3)cc2)C(C(=O)O)C1 (stereo unspecified),0,0,-17,2,0,2,1,5,6,2
C/C(N)=C(/C#N)C(=O)CSc1nc2ccccc2n1CC(C)C,-4,-1,4,7,7,-2,-4,-3,-2,2
COc1ccc(N2CCN(C(CNC(=O)C(=O)NCCc3c[nH]c4ccccc34)c3ccco3)CC2)cc1 (stereo unspecified),7,5,8,-1,1,-1,-2,4,3,6
CCn1cc(C(C)NC(=O)Nc2ccc3c(c2)OCO3)c(C)n1 (stereo unspecified),4,-3,0,-2,-2,-3,-8,2,3,-4
CC(C)C(=O)Nc1ccc2c(c1)nc(CCN1CCN(c3ccccn3)CC1)n2C,6,-1,0,8,6,-7,-2,-4,1,-7
COc1ccc(C(=O)NCc2cn3cccc(C)c3n2)cc1OC,-1,2,4,2,-5,1,0,0,3,6
COc1ccc(CCNC(=O)c2cc(=O)n(C)c(=O)n2C)cc1OC,2,-1,5,4,-1,-1,0,-1,4,-2
CN(C)c1cccc(CNC(=O)c2ccc3sc([C@H]4C[C@H](O)[C@@H](CO)O4)nc3c2)c1,nt,-1,6,-9,-1,2,4,0,0,5
O=C(Nn1cnnc1)c1cccc(S(=O)(=O)N2CCOCC2)c1,5,-3,-7,2,-4,0,2,-1,1,2
CC1O[C@@H](OC2C(O)C(C)O[C@H](OC(=O)[C@]34CCC(C)(C)C[C@H]3C3=CCC5[C@@]6(C)CC(O)C(O[C@@H]7OC(CO)C(O)[C@@H](O)[C@@H]7O)[C@@](C)(C(=O)O)C6CC[C@@]5(C)[C@]3(CO)CC4)C2O[C@H]2OC(C)[C@@H](O[C@@H]3OCC(O[C@@H]4OC(CO)C(O)[C@H](O)C4O)[C@@H](O)[C@@H]3O)[C@H](O)C2O)C(O)C(O)C1O (stereo partly specified),1,2,3,4,0,2,1,5,3,5
O=C(O)C1CCC(C(=O)O)O1 (stereo unspecified),10,-5,11,5,6,1,-4,8,1,1
CCN(C(=O)COC(=O)c1ccc([N+](=O)[O-])o1)C1CCCCC1,25,0,-3,2,2,2,1,0,-3,2
CCC(C)NC(=O)C1CCN(S(=O)(=O)CC)CC1 (stereo unspecified),0,4,-1,3,4,-1,0,-2,0,2
CCC(=O)NCC(c1cccs1)N1CCOCC1 (stereo unspecified),1,-3,-1,0,5,1,3,1,-2,0
COc1ccccc1CCC(=O)Nc1ccc(C)cc1Cl,3,2,3,2,7,-4,-6,-3,-1,2
C=CCN1C(=O)[C@@H](CC(=O)NCCc2ccccc2OC)[C@]2(C(=O)OCC)CCCCC/C=C/12,nt,1,-2,5,nt,5,0,-1,0,2
CCOc1ccc(Cl)cc1CSc1n[nH]c(CC)n1,-2,4,0,-3,9,-2,-2,-1,5,0
Cc1cc(OCC(=O)Nc2ccc(S(=O)(=O)N3CCN(C)CC3)cc2)ccc1Br,-15,-5,-17,0,5,-3,-3,-11,-2,-2
C/C(=N\NC(=O)c1cc(C(C)(C)C)[nH]n1)C12CC3CC(CC(C3)C1)C2,-6,5,3,-5,4,-3,0,2,-4,-2
CN1C(=O)C(=O)N2C(=C[C@]3(c4c[nH]c5ccccc45)c4ccccc4N[C@H]23)C1=O,nt,-5,9,-10,nt,nt,7,-3,2,-1
O=C(Cn1nnc2ccccc2c1=O)NCCc1ccc(Cl)cc1Cl,3,2,-7,-2,-6,0,0,-2,28*,0
CC(C)Cc1cc(C(=O)N2CCC(N3CCC(C(=O)NC4CC4)CC3)CC2)n[nH]1,-4,2,-2,-3,-5,-6,-2,-5,-1,-5
Cc1nc2ccccc2c(=O)n1/N=C/c1cc(Br)ccc1O,-1,-3,5,-6,8,0,-1,6,0,-5
O=S(=O)([O-])CCC[n+]1c(SCCCS(=O)(=O)O)sc2ccc(Cl)cc21,-6,-2,6,6,1,11,71*,-1,-1,-2
Cc1ccc(NC2CCCN(C(=O)c3ccc4[nH]ccc4c3)C2)cc1C (stereo unspecified),5,1,-2,-6,6,-3,-5,7,3,-1
CCOc1ccc(NS(=O)(=O)c2cc(C(=O)N3CC(C)OC(C)C3)ccc2C)cc1 (stereo unspecified),1,-1,4,-9,-2,-1,0,1,-1,-4
Cc1ccnc(NC(=O)C23CC4CC(CC(C4)C2)C3)c1,-4,-2,4,-2,-4,0,-5,0,5,0
O=C(CCC(=O)c1ccc(F)cc1)NN1C(=O)NC2(CCCCC2)C1=O,-2,2,-3,-4,1,-4,-3,2,-1,-5

Grouped by structure, the entries above with a nitro group on carbon (3)
mol,HTRA1 inhibitor,NPR1 activator,SIAE inh,GC-B act,TCR-CD3 inh,rCAG binder,PRMT1 inh,mABHD4 FP,UHRF1 binding,MBD2 inh
Cc1cc(C)nc(SCc2cc(=O)c(OC(=O)c3ccc(Cl)c([N+](=O)[O-])c3)co2)n1,5,11,-1,6,2,0,4,10,9,0
Cn1c(CCNC(=O)c2ccco2)nc2cc([N+](=O)[O-])ccc21,1,1,2,-1,-3,-3,2,13,0,0
CCN(C(=O)COC(=O)c1ccc([N+](=O)[O-])o1)C1CCCCC1,25,0,-3,2,2,2,1,0,-3,2

Continuation.
mol,HTRA1 inhibitor,NPR1 activator,SIAE inh,GC-B act,TCR-CD3 inh,rCAG binder,PRMT1 inh,mABHD4 FP,UHRF1 binding,MBD2 inh
Cc1ccc(CN(CC(=O)NCCc2ccccc2)C(=O)CCCC(=O)Nc2cc(C)on2)cc1,-9,-3,3,3,3,-5,-2,8,0,1
COc1ccc(N(CC(=O)NCCSCc2ccco2)S(=O)(=O)c2ccc(C)cc2)cc1,-9,-7,-2,-2,3,-4,-1,0,-4,-6
CC(C)(C)c1ccc(-c2nc3[nH]c(=O)cc(NC(=O)c4ccco4)n3n2)cc1,-2,-4,-3,-6,1,8,-3,-8,3,-3
Cc1cc(NC(=O)CSCC(=O)Nc2ccc(C)c(C)c2)no1,1,4,7,-4,-10,1,2,-3,3,2
CC(=O)Nc1ccccc1NC(=O)c1ccc(C)c(C)c1,-5,-3,10,-7,-3,-3,-2,-3,-1,1
CNC(=S)N/N=C/c1ccc(N2CCOCC2)s1,2,-13,4,-5,-5,0,0,6,-12,0

Compound activity as filed in PubChem.

This is a subset; the hit share may differ from the screen's.
